Screening results from PubChem.
hDAT+cocaine: changed human dopamine transporter uptake under cocaine IC80; 110,000 tested, 1.3% active; AID 449768; LLC-PK1 hDAT cells, [14C]-dopamine uptake with cocaine IC80; actives deviate in either direction; B-score at 10 µM;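 active means Z score or B-score, a plate-position-corrected score, falls beyond the plate's 99.7% confidence bounds, in either direction; inactive means both scores lie inside the 99.7% bounds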;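 further: scored against the spread of the other compound wells on the same plate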
sEH inh: soluble epoxide hydrolase (human) inhibition. P34913. recombinant human sEH enzymatic activity assay. inhibition, % at 2 µM. 91,000 tested, 0.34% active. AID 707; in the data active means inhibition above about 80%; further: values of inactives mirror those of a sister screen read the other way; many of its hits are not listed in these tables
HUVEC tox IL1B: toxic to HUVEC cells under IL-1B stimulation; HUVEC cell count loss, Hoechst imaging, IL-1B stimulated; cell count reduction, % at 2 µM; 94,000 tested, 0.41% active; AID 845;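 active means cell count reduction more than 3 SD above the screen-wide mean, cut at about 70% in these data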;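 further: normalized per plate to untreated control cells as the no-loss baseline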
VCAM1 TNFa inh: reduces TNF alpha induced VCAM1 expression in HUVEC; AID 802; inhibition, % at 2 µM; HUVEC TNFa-induced VCAM-1 immunofluorescence, high-content imaging; 95,000 tested, 0.48% active;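 active means inhibition above the batch mean plus 3 SD, with images confirmed as a hit by eye, cut at about 37% in these data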;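 further: 0% = TNF-stimulated DMSO wells and 100% = unstimulated control wells; not every result past the cut was called active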
HUVEC tox TNFa: toxic to HUVEC cells under TNF alpha stimulation; HUVEC TNFalpha-stimulated, Hoechst cell count, imaging; cell count reduction, % at 2 µM; 93,000 tested, 0.17% active; AID 848;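 active means cell count reduction exceeding the screen mean by over 5 SD, scaled to untreated wells per plate, cut at about 78% in these data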;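 further: cells counted after 24 h of TNF alpha exposure following the 1 h pretreatment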
PLK1 PBD inh: Plk1 (human) PBD binding inhibition; 97,000 tested, 0.13% active; Plk1 PBD phosphopeptide binding, fluorescence polarization; inhibition, %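 (tested at about 20 µM)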; P53350; in the data active means inhibition above about 34%, passing the limit was not always enough
Target sequence (P53350 whole entry, looked up): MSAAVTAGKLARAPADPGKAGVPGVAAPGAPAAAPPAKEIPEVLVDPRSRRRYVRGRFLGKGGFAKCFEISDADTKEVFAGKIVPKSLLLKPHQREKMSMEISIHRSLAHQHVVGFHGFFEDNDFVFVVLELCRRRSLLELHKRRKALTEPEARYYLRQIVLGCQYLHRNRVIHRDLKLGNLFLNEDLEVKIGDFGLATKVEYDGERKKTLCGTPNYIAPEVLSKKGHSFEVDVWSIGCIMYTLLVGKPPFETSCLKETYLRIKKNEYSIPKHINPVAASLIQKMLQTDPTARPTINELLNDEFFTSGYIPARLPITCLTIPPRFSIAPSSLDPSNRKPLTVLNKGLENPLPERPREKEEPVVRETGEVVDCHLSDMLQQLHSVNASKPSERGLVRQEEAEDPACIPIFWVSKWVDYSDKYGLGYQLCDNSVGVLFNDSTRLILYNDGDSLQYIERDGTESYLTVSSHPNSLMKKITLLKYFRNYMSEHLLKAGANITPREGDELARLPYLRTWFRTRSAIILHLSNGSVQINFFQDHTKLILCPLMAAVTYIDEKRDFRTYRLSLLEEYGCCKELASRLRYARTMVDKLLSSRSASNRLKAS
F-actin modifier: modifiers of cytoskeleton assembly; HUVEC TNFa F-actin phalloidin imaging, high content; inhibition, % at 2 µM; 91,000 tested, 0.18% active; AID 836;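 active means inhibition above the batch mean plus 3 SD and confirmed as a hit by visual image inspection, cut at about 30% in these data, passing the limit was not always enough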; further: strong numbers were not always called active
E coli WT exp: blocks growth of wild type E. coli BW25113. AID 710. OD600 absorbance. growth inhibition, % at 100 µM. 98,000 tested, 0.15% active;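 active means growth inhibition above about 50% at one test dose, limit read from the data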;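 further: growth measured after 20 h incubation at 37 °C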
PLK1 inh: blocks human PLK1 kinase activity; P53350; recombinant PLK1 kinase, TR-FRET peptide phosphorylation; inhibition, % at 10 µM; 97,000 tested, 0.53% active; AID 619;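 active means inhibition of 50% or more in the single-concentration screen; inactive means inhibition below 50%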;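 further: 0% = DMSO max control and 100% = H-89 dihydrochloride min control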
* hit, by the source's call; / = no result given.

SMILES	hDAT+cocaine	sEH inh	HUVEC tox IL1B	VCAM1 TNFa inh	HUVEC tox TNFa	PLK1 PBD inh	F-actin modifier	E coli WT exp	PLK1 inh
Cc1cccc(OCCOCCSc2ncccn2)c1	-0.036	-10.1	-6.0	-9.0	-19.4	7.9	-4.1	4.0	-10.3
Cc1ccc(/C=N/NC(=O)c2ccco2)s1	0.162	58.8	/	16.4	-15.7	-14.3	-6.5	6.0	-12.6
CCC(c1nnnn1Cc1ccccc1)N1CCN(C(=O)c2ccco2)CC1 (stereo unspecified)	-0.601	-25.6	4.1	-0.5	5.0	-4.5	-42.2	-6.0	-13.4
CC1(C)Cc2nc3nc(SCC(=O)NCCc4ccccc4)n(-c4ccccc4)c(=O)c3cc2CO1	0.213	4.9	3.6	-2.3	-15.3	-18.9	-7.7	-10.0	-11.2
COC(=O)CCc1c(C)[nH]c(C(=O)OCc2ccccc2)c1C	-0.0292	-0.5	-5.6	12.9	13.3	7.7	1.0	6.0	-18.7
O=C(NCC1CCCO1)c1cnn2c1NC(c1ccccc1)CC2C(F)(F)F (stereo unspecified)	-0.0333	-19.3	12.8	13.7	-18.7	3.1	6.5	-6.0	-7.4
CS(=O)(=O)N1CCc2ccccc2C1	1.41	0.1	-14.3	7.4	-19.3	-8.1	-3.7	/	-5.4
COc1ccc(CCC(=O)Nc2ccc3c(c2)OCCO3)cc1	0.00984	14.8	-23.1	2.9	-39.8	5.1	10.0	6.0	-5.6
O=C(Nc1cccc(NC(=O)c2ccco2)c1)c1cnccn1	-0.245	3.6	-20.6	44.6	-20.0	13.1	6.5	/	-14.1
Cc1ccc(CNC(=O)CSc2nnnn2C)cc1	-0.086	-4.6	-3.6	5.4	-6.9	-22.4	-18.7	3.0	-3.4
COC(=O)c1cc(=O)nc2sc(-c3ccc(F)cc3)nn12	-0.159	-4.5	3.4	-1.9	-14.8	-9.2	15.1	-8.0	-6.8
CC1CCc2cc(F)ccc2N1C(=O)CN1C(=O)c2ccccc2C1=O (stereo unspecified)	0.16	-2.1	10.8	13.9	-3.3	9.5	-0.9	6.0	-11.9
Cc1nn2c(-c3cccc(NC(=O)CN4CCOCC4)c3)nnc2c2ccccc12	0.68	7.0	-39.7	20.7	-7.7	-2.9	3.1	/	-4.0
O=C(Nc1ccc(S(=O)(=O)NCc2ccco2)cc1)c1ccc2ccccc2n1	/	-20.8	14.1	-18.2	-21.3	3.1	13.9	-10.0	-4.2
Cc1cc(S(=O)(=O)NCC(C)C)ccc1OCC(=O)N1CCOCC1	-0.328	12.4	-42.7	1.3	-6.7	-35.2	-6.7	4.0	-9.2
CCc1nc(SCC(=O)Nc2cc(C)on2)c2c(C)c(C)sc2n1	0.71	/	0.5	0.0	-39.8	21.5	16.2	-8.0	-24.7
COc1ccc(Oc2coc3cc(OC(=O)c4cccs4)ccc3c2=O)cc1	0.00953	8.8	-6.6	-0.6	-19.7	-17.0	-13.7	5.0	0.3
Cn1c(=O)n(C)c2cc(/C=C3/NC(=O)N(Cc4ccccc4)C3=O)ccc21	0.0731	7.4	0.3	-9.8	-17.5	-43.6	0.8	-15.0	-9.4
O=C(COc1ccc(Cl)cc1Cl)N1CCCN(C(=O)COc2ccc(Cl)cc2Cl)CC1	1.45	-1.6	-3.1	-32.0	-24.6	7.3	-21.1	-10.0	-5.0
Cc1nc2ccccc2nc1OCC(=O)NCc1ccc2c(c1)OCO2	0.284	9.2	0.5	13.9	2.3	3.0	-29.8	4.0	-1.8
c1ccc(CCN2CCN(c3ncnc4c3cnn4-c3ccccc3)CC2)cc1	2.18	-2.5	-14.5	2.9	-11.1	7.2	11.0	-23.0	-5.1
CC1=Nn2c(nnc2-c2ccco2)SC1	1.98	22.8	-71.7	-10.8	-34.2	3.1	/	6.0	-9.3
COc1ccc(OC)c(S(=O)(=O)N(C)CC(=O)N2CCc3ccccc3C2)c1	1.33	-0.8	-87.2	-0.7	-1.1	15.0	11.2	-3.0	-10.9
CC(=O)Nc1nnc(SCc2ccccc2F)s1	0.452	9.1	-1.7	7.6	-20.0	-3.5	23.6	7.0	-3.4
c1cc(CNc2ccc3c(c2)OCCO3)ccn1	0.331	0.7	-2.7	2.4	0.7	10.1	-6.9	2.0	-8.9

Further compounds:
SMILES	hDAT+cocaine	sEH inh	HUVEC tox IL1B	VCAM1 TNFa inh	HUVEC tox TNFa	PLK1 PBD inh	F-actin modifier	E coli WT exp	PLK1 inh
CCN(C(=O)c1cn(C)c(=O)c2cc(OC)c(OC)cc12)c1ccccc1C	0.586	-3.7	-14.3	2.1	-3.4	-9.2	-1.3	-9.0	15.7
COc1cccc(-n2c(SCC(=O)NCCC3=CCCCC3)nc3n[nH]c(C)c3c2=N)c1	0.00609	/	-22.7	12.2	-8.9	11.1	-33.0	-2.0	32.1
COc1cccc(N(CC(=O)NC2CCCC2)C(=O)Cn2nnc(-c3ccc(C)cc3)n2)c1	0.145	-12.9	23.0	-2.9	-0.9	-22.0	-13.0	-12.0	-11.2
CC1=CC(=O)C=CC1(C)C(Cl)Cl (stereo unspecified)	0.0163	/	9.7	-9.6	-4.7	-12.0	4.0	4.0	-6.6
CCOP(=O)(OCC)C(C#N)=C1SCN(c2ccc(Cl)cc2)CS1	-0.00445	-1.2	11.5	2.4	-8.4	-12.3	-33.9	16.0	-15.0
CC1=C(C(N)=O)C(c2ccccn2)n2nc(SCc3ccccc3Cl)nc2N1 (stereo unspecified)	-0.864	6.7	-8.3	-53.3	-33.3	5.6	-8.8	-13.0	-11.8
Cc1noc(C)c1COc1cccc(C(=O)Nc2ccc(OCc3ccccc3)cc2)c1	0.805	32.4	9.7	5.8	0.4	4.1	-11.1	-8.0	-9.2
CCCCN(CCCC)C(=O)CSc1nnc2n(C)c(=O)c3c4c(sc3n12)CCCC4	0.0987	3.7	-25.1	9.8	-4.2	-29.5	-4.0	-4.0	-4.6
CCCCCCCCOC(=O)CCc1c(C)[nH]c(=S)[nH]c1=O	-0.422	6.3	-8.0	18.4	-9.0	0.8	-13.3	-1.0	-9.1
COc1cc(C(=O)NCCCN2CCCC2=O)cc(OC)c1OC	-0.00113	-5.0	6.9	10.3	-3.1	-7.3	-11.2	-1.0	-6.0
O=C(CN1CCN(C(=O)c2ccccc2F)CC1)Nc1ccc(Br)cc1	0.554	32.8	-5.8	7.1	-32.1	1.2	-18.2	3.0	5.6
CCOC(=O)c1c(NC(C)=O)sc2c(OC)c(Br)ccc12	-1.36	-1.5	-70.2	5.1	-30.4	-22.8	-7.3	-14.0	-30.8
COC(=O)c1ccccc1Sc1c(/C=N/OCc2ccc(Cl)cc2)c(C(F)(F)F)nn1C	-0.496	1.8	0.0	-9.8	-2.4	22.4	0.9	-12.0	0.7
O=C(COc1ccccc1)Nc1ncc2c(n1)CCCC2=O	-0.441	-20.2	3.2	14.0	-5.4	25.2	-14.2	0.0	-5.4
COc1ccc(N2CC(C)Cn3c2nc2c3c(=O)n(Cc3ccc(F)cc3)c(=O)n2C)c(OC)c1 (stereo unspecified)	-0.193	7.5	-1.4	7.4	-20.8	-28.8	-1.0	0.0	-0.8
Oc1ccc(Cl)cc1-c1cc(-c2ccccc2Cl)[nH]n1	-0.198	6.7	-2.5	6.9	-18.5	8.7	1.7	/	1.3
Cc1cc(-c2ccccc2)nc(Oc2ccc(C(C)(C)C)cc2)c1S(C)(=O)=O	-0.215	8.3	-4.4	-10.6	-6.5	-6.9	13.3	-11.0	-4.8
Cc1ccc(N/C=C(/C#N)c2ccsc2)cc1C	0.755	-4.4	-10.6	6.1	5.1	-19.1	-14.4	-3.0	-13.0
COc1ccc(CNC(=O)c2cc3c(s2)CS(=O)C3)cc1 (stereo unspecified)	-0.29	4.1	0.8	4.4	-37.6	16.4	7.7	-5.0	-20.5
CCOC(=O)C1=C(O)/C(=C/N(C)C)N=C1C	-0.139	9.3	-14.6	9.6	-41.3	13.4	15.1	-7.0	-5.0
CCOC(=O)Cc1csc(NC(=O)COc2ccc(OC)cc2)n1	1.56	-3.0	-2.3	-9.2	5.0	31.6	10.0	6.0	-17.3
Cc1cccc(NC(=S)N/N=C/c2ccc(Cl)c([N+](=O)[O-])c2)c1	0.426	3.6	-37.9	25.2	1.8	-15.7	-16.7	0.0	-10.6
CCOC(=O)c1ccccc1NC1OC(=O)c2ccccc21 (stereo unspecified)	-0.592	-10.5	24.6	12.3	-20.6	-17.2	-20.3	12.0	-8.2
CC(NC(=O)c1ccco1)C(c1cccs1)N1CCN(c2ccccc2F)CC1 (stereo unspecified)	-0.0276	22.8	-11.4	-9.5	-7.1	-5.2	-2.7	/	0.9
CCOc1ccc(CC(=O)Nc2c(C(N)=O)oc3ccccc23)cc1OCC	-1	10.5	-61.4	0.2	-2.8	5.7	7.8	6.0	-4.0

Of the compounds above, these contain a cyano group.
SMILES	hDAT+cocaine	sEH inh	HUVEC tox IL1B	VCAM1 TNFa inh	HUVEC tox TNFa	PLK1 PBD inh	F-actin modifier	E coli WT exp	PLK1 inh
CCOP(=O)(OCC)C(C#N)=C1SCN(c2ccc(Cl)cc2)CS1	-0.00445	-1.2	11.5	2.4	-8.4	-12.3	-33.9	16.0	-15.0
Cc1ccc(N/C=C(/C#N)c2ccsc2)cc1C	0.755	-4.4	-10.6	6.1	5.1	-19.1	-14.4	-3.0	-13.0

New compounds follow
SMILES	hDAT+cocaine	sEH inh	HUVEC tox IL1B	VCAM1 TNFa inh	HUVEC tox TNFa	PLK1 PBD inh	F-actin modifier	E coli WT exp	PLK1 inh
CC(C)(C)CC(C)(C)Nc1c(-c2ccc(O)cc2)nc2cnccn12	-0.167	16.2	-14.7	-6.5	-16.7	16.7	-1.6	/	-10.5
O=C(c1ccco1)N1CCN(CCCCN2C(=O)c3ccccc3C2=O)CC1	0.81	/	-28.5	-3.8	-16.9	-14.3	17.5	2.0	-6.0
CCN(CC)CCCNC(=O)C1c2ccccc2C(=O)N(C)C1c1ccc(OC)cc1 (stereo unspecified)	-0.896	-10.0	-5.7	-1.9	-5.2	-9.9	-24.9	-2.0	-9.7
COc1cc(NC(=O)CC2NCCNC2=O)cc(OC)c1 (stereo unspecified)	-0.747	0.8	2.1	4.1	-8.6	37.5	-3.8	-2.0	-9.7
COC(=O)Cn1nc(-c2ccccc2)c2cc(Cl)ccc21	0.0411	-0.8	14.1	-3.3	-2.0	-0.5	-14.6	7.0	-2.3
Cc1c(C(=O)c2ccc(Cl)cc2Cl)cnc2cc3c(cc12)OCO3	-8.46*	-3.8	-30.1	3.6	-40.5	-1.3	8.7	/	-8.1
Cc1csc(CCc2nc(C)cs2)n1	-0.487	-0.7	-33.8	10.8	8.8	13.9	-16.6	1.0	-16.7
Cc1ccc(NS(=O)(=O)c2cc(C(=O)N3CCN(C)CC3)ccc2C)cc1	-0.835	0.6	-27.3	13.5	-30.4	9.6	18.3	3.0	-9.7
CCOc1ccc2nc(NC(=O)CSc3nc4cccnc4n3C)sc2c1	0.317	-3.0	9.4	-1.4	-10.8	-3.8	-9.9	-12.0	-8.0
Cc1ccc(S(=O)(=O)N/N=C/c2cnn(C)c2C)cc1	/	4.8	-3.5	-6.2	-12.2	-17.2	15.8	1.0	-6.6
COc1cccc(NC(=S)N2CCN(C/C=C/c3ccccc3)CC2)c1	0.848	5.9	8.4	-19.1	-6.5	-8.3	-22.8	9.0	-11.4
COCCCNC(=O)CN1C(=O)c2ccccc2C1=O	0.202	-15.7	-12.4	-22.5	-19.5	14.5	10.9	6.0	-16.7
COc1ccc(Cl)cc1NC(=O)C(=O)NC1CCCCCC1	-0.0324	8.0	8.2	26.0	-21.8	-3.4	/	-3.0	-3.2
COCCNC(=O)COc1ccc(C)c(C)c1	-0.363	-3.3	28.5	1.8	31.8	1.3	-8.6	-1.0	3.9

An unsorted share of the library, and some 3.4% of all compounds hit somewhere here.
